Screening results from PubChem BioAssay.
IMP-1 inh: IMP-1 metallo-beta-lactamase inhibitors, primary screen, biochemical, epi-absorbance readout, Pseudomonas aeruginosa enzyme; AID 1556, 2009; metallo-beta-lactamase IMP-1 (Pseudomonas aeruginosa); purified IMP-1, nitrocefin hydrolysis, epi-absorbance fluorescence; inhibition, % at 5.6 µM; hit rate 0.45% among 290,000;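 active means inhibition above the mean plus 3 SD of all compounds in the same screening run, cut at about 4.5% in these data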;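 further: 0% = IMP-1 with DMSO and 100% = DMSO wells lacking enzyme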
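Assay system: purified IMP-1; Quantity: IMP-1 0.2 nM before substrate addition; Medium: HEPES buffer pH 7.1 with ZnSO4 and Brij 35; Incubation: 15 min enzyme–compound preincubation, then 25 min nitrocefin reaction, 25 °C; Signal: fluorescence quenching readout, ex 480/em 530 nm; Controls: DMSO with and without IMP-1; Repeats: singlicate testing.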
NS3 helicase inh: inhibitors of HCV NS3 helicase, primary screen, biochemical, Cy5 molecular beacon fluorescence; Hepatitis C virus NS3 helicase; inhibition, % at 10.9 µM; NS3 helicase DNA unwinding; AID 1800, 2009; hit rate 0.56% among 290,000;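 active means inhibition above the mean of all tested compounds plus 3 SD, set per campaign, cut at about 35% in these data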;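 further: 0% = DMSO wells and 100% = thioflavine S control wells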
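Control set: DMSO versus 110 µM thioflavine S; Material: NS3 helicase fragment of HCV; Measured by: Cy5 fluorescence at 0 and 60 min, beacon hairpin quenching; Read-out basis: percent inhibition from t60/t0 fluorescence ratio; Times: reaction time 60 min, 25 °C; Repeats: single replicate; Compound dosing: single dose, 10.9 µM nominal final, DMSO 0.8% final.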
VIM-2 inhibitor: VIM-2 metallo-beta-lactamase inhibitors, primary screen, biochemical, epi-absorbance readout, Pseudomonas aeruginosa enzyme; purified VIM-2, nitrocefin hydrolysis, epi-absorbance fluorescence; inhibition, % at 5.6 µM; hit rate 0.89% among 290,000;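 active means inhibition above the mean of all tested compounds plus 3 SD, cutoff set per screening run, cut at about 7.5% in these data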;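 further: red hydrolysis product quenches plate fluorescence so inhibitors raise well fluorescence; 0% = enzyme with DMSO and 100% = DMSO without enzyme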
SUMO HTRF inh: inhibitors of in vitro SUMOylation cascade, primary screen, biochemical, HTRF, uHTS; HTRF SUMOylation assay, SAE1/SAE2 + UBC9; inhibition, % at 35 µM; hit rate 0.36% among 290,000; in the data active means inhibition above about 50%, passing the limit was not always enough; further: strong numbers were not always called active
Target sequence (P63279 whole entry, looked up): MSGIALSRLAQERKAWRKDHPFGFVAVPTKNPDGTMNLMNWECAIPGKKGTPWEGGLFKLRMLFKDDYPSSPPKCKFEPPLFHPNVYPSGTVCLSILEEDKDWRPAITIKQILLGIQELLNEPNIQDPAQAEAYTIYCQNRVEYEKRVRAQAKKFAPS
MEKK2mut PB1 HTS: MEK5 binding signal on mutant MEKK2 PB1, primary screen, biochemical, multiplex bead flow cytometry, Alexa488-MEK5; Alexa488-MEK5 binding to MEKK2 mutant; percent response, % at 10 µM; hit rate 0.35% among 290,000; AID 1530, 2009; in the data active means percent response above about 24%, passing the limit was not always enough; further: inactives centre near 1; some results filed as inactive read as strong as hits
FID counter: compounds displacing fluorescent DNA intercalator, primary screen, artefact control for HCV NS3 helicase inhibitor project, biochemical, FID fluorescence | DNA fluorescent intercalator displacement | inhibition, % at 7.9 µM | hit rate 0.17% among 290,000; in the data active means inhibition above about 37%;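 further: 0% = vehicle and 100% = reference compound; higher means more ethidium bromide displaced from hairpin DNA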
NALP1 inh: NALP1 inflammasome inhibitors in reconstituted yeast, colorimetric, S. cerevisiae, triplicate retest; AID 2071, 2009; inhibition, % at 10 µM; S. cerevisiae NALP1/ASC/caspase-1 growth, X-gal OD620, 72 h; hit rate 0.61% among 280,000; in the data active means inhibition mostly above about 24%, no sharp cut-off; inactive means mostly below about 32%; further: some compounds called inactive have numbers as strong as hits
MEKK2 WT-MEK5: modulators of MEK5 binding to wildtype MEKK2, primary screen, biochemical, multiplex bead flow cytometry, Alexa488-MEK5. Mitogen-activated protein kinase kinase kinase 2 (Homo sapiens), Q9Y2U5. binding response (% of control), % at 10 µM. hit rate 1.1% among 290,000. Alexa488-MEK5 binding to MEKK2 WT; actives lie on both sides; in the data active means binding response below about 67% or above about 130%
M18AAP inhibitor: PfM18AAP inhibitors, malaria aminopeptidase, primary screen, biochemical, QFRET, recombinant enzyme; M18 aspartyl aminopeptidase (Plasmodium falciparum 3D7); H-Glu-NHMec fluorogenic cleavage; inhibition, % at 7.35 µM; hit rate 1.2% among 290,000; AID 1822, 2009;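 active means inhibition above the campaign mean inhibition over all tested compounds plus 3 SD, cut at about 28% in these data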;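 further: 0% = plate median of test compound wells and 100% = 2 mM ZnCl2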
* hit, by the source's call; . = no result given; & = joins results of further samples.

SMILES	SUMO HTRF inh	NS3 helicase inh	MEKK2 WT-MEK5	VIM-2 inhibitor	MEKK2mut PB1 HTS	NALP1 inh	IMP-1 inh	M18AAP inhibitor	FID counter
CC(SCc1ccccc1)C(=O)N/N=C/c1ccc2c(c1)OCO2 (stereo not drawn)	3.7	4.6	88.0	-1.9	-3.0	29.0	-4.6	-5.2	-9.9
CCOC(=O)[C@@H]1[C@H]2COc3ccc(Br)cc3[C@@H]2N2C(=O)N(c3ccc(F)cc3)C(=O)[C@]12C	-11.9	-5.8	100.0	0.5	-3.0	4.4	-1.7	-19.6	-37.9
CCN1CCN(CCCNC(=O)c2ccc3c(c2)N(Cc2ccc(C)cc2)CCS3)CC1	26.9	-38.1	124.0	-1.1	8.0	24.8	-0.9	1.8	26.9
Cc1ccccc1NC(=O)c1ccccc1NC(=O)c1ccco1	9.3	1.9	102.0	-3.8	1.0	-2.4	-3.1	7.1	-8.7
CC(C)(C)c1ccc(C(=O)OCC(=O)Nc2sc3c(c2C#N)CCC3)cc1	-0.7	5.2	106.0	-3.8	1.0	16.6	-3.6	0.1	-5.4
CN(C)C(=O)CSc1nc2ccc(N3C(=O)c4ccccc4C3=O)cc2s1	26.5	1.9	91.0	1.4	-17.0	23.4	-2.9	-15.3	-14.9
CN(C)S(=O)(=O)c1ccc(C(=O)NCC(=O)N/N=C/c2cccs2)cc1	-7.5	-3.0	94.0	-3.0	1.0	15.0	-2.6	0.3	-8.3
COc1ccccc1OCc1ccc(C(=O)NCc2ccco2)o1	-5.5	3.2	94.0	-1.9	-6.0	33.5	-3.1	0.0	-10.1
C[C@@]12CCC=C[C@H]1[C@H](c1ccc(/C=C/c3ccccc3)cc1F)N(Cc1ccccc1)C2=O	-0.4	.	93.0	.	1.0	5.8	.	.	.
O=C(CSCc1ccccc1Br)N/N=C/c1ccc2c(c1)OCO2	-13.4	6.8	115.0	-1.1	5.0	33.5	0.8	3.3	-8.9
CC(C)C(=O)NC(=S)Nc1ccccn1	24.3	4.8	103.0	3.6	3.0	2.8	-0.2	-3.2	-0.1
CCN(Cc1ccccc1)C(=O)CN1C(=S)NC(C)(C)CC1C (stereo not drawn)	9.9	12.3	97.0	-2.5	0.0	6.9	-2.3	3.3	-23.5
COc1cc(C(=O)NCCCNc2nc3cc(C)cc(C)c3cc2C#N)cc(OC)c1OC	4.1	0.3	94.0	-0.3	1.0	-16.0	-2.6	0.2	-19.7
C/C(=C\c1ccc(C)o1)C(=O)c1c(C)cc(C)[nH]c1=O	3.9	18.9	66.0	1.6	-26.0	0.5	0.3	-74.1	-6.1
CN(C)C(=O)CSc1nc(-c2cccs2)c(-c2cccs2)[nH]1	-3.6	1.8	93.0	-1.9	-1.0	-7.7	-4.2	5.1	-14.8
COc1ccc(-c2cc(C(F)(F)F)n3nc(C(=O)O)cc3n2)cc1OC	-12.0	-9.2	96.0	1.1	-9.0	17.4	-1.8	-2.6	-2.9
Cc1cccc(C)c1NC(=O)CN1CCc2ccccc2C1	.	-2.5	110.0	-1.5	6.0	.	-0.8	-2.3	-19.0
CCOCC(=O)Nc1cc(C(=O)Nc2ccc(F)cc2)ccc1Cl	6.0	0.0	93.0	-2.2	-7.0	2.4	-2.5	4.2	2.2
O=C(CCc1ccccc1F)N1CCN(c2ccccc2)CC1	13.9	8.5	105.0	0.8	1.0	14.6	0.2	-4.9	-26.9
COc1cc(O)c2c(=O)cc(-c3ccccc3)oc2c1	9.2	2.4	103.0&104.0	-2.3	1.0&2.0	-13.4	-1.5	1.2	-0.3
CCC(=O)N(Cc1ccco1)c1nc(-c2ccc(OC)cc2)cs1	-3.6	10.4	108.0	0.1	4.0	6.5	-1.2	25.0	-2.9
Cc1cc(C)cc(NC(=O)Nc2ccc3c(c2)CCC3)c1	-15.8	-0.5	107.0	-1.8	6.0	6.4	-2.4	1.1	-5.1
Cc1c(CC(=O)N2C[C@H]3C[C@@H](C2)c2cccc(=O)n2C3)c(=O)oc2cc3occ(C(C)(C)C)c3cc12	27.6	-12.8	99.0	0.0	-1.0	10.1	-2.4	0.9	-42.9
CCCCCn1c(=S)[nH]c2ncccc2c1=O	2.0	-4.8	.	-2.4	.	-7.8	-5.2	-1.9	0.2
CCOC(=O)/C(=C/c1ccc(F)cc1)NC(C)=O	-5.5	17.2	103.0	-3.3	20.0	21.4	-2.0	-3.4	-0.6

Two successive records already listed, quoted:
SMILES	SUMO HTRF inh	NS3 helicase inh	MEKK2 WT-MEK5	VIM-2 inhibitor	MEKK2mut PB1 HTS	NALP1 inh	IMP-1 inh	M18AAP inhibitor	FID counter
CN(C)C(=O)CSc1nc2ccc(N3C(=O)c4ccccc4C3=O)cc2s1	26.5	1.9	91.0	1.4	-17.0	23.4	-2.9	-15.3	-14.9
CN(C)S(=O)(=O)c1ccc(C(=O)NCC(=O)N/N=C/c2cccs2)cc1	-7.5	-3.0	94.0	-3.0	1.0	15.0	-2.6	0.3	-8.3

Further structures.
SMILES	SUMO HTRF inh	NS3 helicase inh	MEKK2 WT-MEK5	VIM-2 inhibitor	MEKK2mut PB1 HTS	NALP1 inh	IMP-1 inh	M18AAP inhibitor	FID counter
CCn1c(Cc2c(C)[nH]c3ccccc23)nnc1SCC(=O)NCc1ccco1	31.0	2.2	96.0	-4.7	4.0	-10.3	-4.5	14.3	-13.2
Cc1nn(-c2ccccc2)c(N)c1C1(O)C(=O)Nc2ccccc21 (stereo not drawn)	11.9	-10.2	88.0	-0.6	-4.0	13.6	-1.9	-0.1	-10.3
COc1cc([N+](=O)[O-])ccc1NC(=O)CSc1nc2ccccc2n1-c1ccccc1	-39.8	9.2	94.0	-2.9	-2.0	34.6	-2.5	0.8	-0.3
CCOC(=O)N1CCN(S(=O)(=O)c2ccc3c(c2)CCN3C(=O)C2CC2)CC1	-4.3	-1.6	105.0	-0.5	-1.0	-2.8	-3.0	2.1	-17.0
COc1ccc(CCNC(=O)COc2ccc(C)nc2[N+](=O)[O-])cc1	-6.5	4.3	95.0	-2.1	-3.0	13.3	-1.5	-18.5	-4.9
COC(=O)c1sc(NC(=O)CSc2nnc(C(C)C)n2C)nc1C	9.0	5.1	99.0	-4.8	2.0	31.7	-3.0	2.4	-14.6
CC(C)CN(Cc1c(O)ccc2ccccc12)CC(C)C	21.5	7.6	102.0	-4.2	2.0	-1.2	-2.6	6.0	-4.2
Cc1cccc(NC(=O)c2sc3nc(-c4ccc(F)cc4)cn3c2C)n1	-45.1	1.4	94.0	-0.6	-6.0	-13.5	-1.3	7.4	0.6
CCOC(=O)C1CCN(C(=O)c2ccccc2Oc2ccccc2)CC1	15.4	-1.7	106.0	-0.3	6.0	2.3	-1.9	-1.1	-33.2
Cc1cc(CN(C)C(=O)CCc2nnc(Cc3cccc(C(F)(F)F)c3)o2)on1	18.4	2.8	98.0	-2.9	0.0	-9.5	-3.6	-11.7	-17.5
CN1C(=O)C(C(=O)NC(C)(C)C)C2c3ccccc3OC13CCCCC23 (stereo not drawn)	-25.5	-2.8	94.0	-0.9	-7.0	-6.1	-1.7	0.5	-26.3
Cc1oc2cc(OCc3cnn(-c4ccccc4)c3)ccc2c(=O)c1Oc1ccccc1F	-3.3	3.4	106.0	-3.0	0.0	5.5	-1.6	-1.2	1.1
Cc1oc(-c2ccccc2F)nc1CN1CCC(C(=O)NCc2ccco2)CC1	5.9	7.8	95.0	-3.5	-6.0	3.7	-2.1	9.8	6.5
Cc1ccc(S(=O)(=O)N2CCN(CC(=O)N/N=C\c3ccncc3)CC2)cc1	8.9	-6.2	103.0	-2.6	1.0	8.4	-2.8	0.6	-22.2
COc1ccc(CN2C(=NC(=O)CCc3ccccc3)SC3CS(=O)(=O)CC32)cc1 (stereo not drawn)	24.9	-8.5	97.0	-2.0	-1.0	0.2	1.3	0.4	-41.4
Cc1ccc(NC(=O)c2ccc3nccnc3c2)c(C)c1	9.2	-1.7	104.0	1.7	7.0	20.5	-1.2	3.7	-6.3
S=c1[nH]nc(-c2ccncc2)n1/N=C/c1ccccc1	-12.5	-9.3	103.0	0.7	15.0	6.7	-3.2	19.8	-17.8
O=C(OCc1cnc(Cl)s1)c1ccc(Cl)cc1	-10.0	-6.4	90.0	0.1	-10.0	5.2	-1.1	2.0	-2.2
COc1ccc(NC(=O)N2c3ccccc3CC2C)cc1OC (stereo not drawn)	-12.9	3.6	100.0	-1.6	-1.0	16.9	-2.2	4.4	-5.6
Cc1cnc(C(=O)OCC(=O)c2ccc(Cl)cc2)cn1	-0.1	-0.7	102.0	-1.9	4.0	13.0	-1.7	3.5	-5.8
Cc1cccc(C)c1NC(=S)N(Cc1cccs1)C1CCCC1	21.3	2.0	104.0	-3.3	3.0	-2.6	-3.5	3.7	-0.5
CSc1cccc(NC(=O)NCc2cccc(CNC(=O)Nc3cccc(SC)c3)c2)c1	28.4	-1.0	96.0	-2.0	-9.0	.	-3.5	1.9	-1.7
COc1cc(OC)c(S(=O)(=O)N2CCCCC2)cc1S(=O)(=O)N1CCCCC1	-5.4	3.1	99.0	1.2	-6.0	18.1	-2.3	0.7	-23.7
COc1cc(CCN2C(=O)N[C@@H](CCc3ccccc3)C(C(C)=O)=C2C)cc(OC)c1OC	-4.5	0.9	91.0	-2.7	4.0	16.5	-2.6	1.2	-40.9
